Glioma ERSR ind – qHTS for Inducers of the Endoplasmic Reticulum Stress Response (ERSR) in Human Glioma: qHTS; U87-MG GRP78 promoter luciferase reporter, 16 h; Potency, µM, without a hit: top-dose activation, most hits filed as activators; actives 0.02% (n = 420,000); AID 602332, 2012; further: potency means the concentration at half of the fitted maximal effect; series mostly up to about 76 µM; % of control where 0% means no effect; nearly all actives have a fitted effect of over 35% in size
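ERSR induction read as luciferase luminescence (Bright-Glo, 10 min at room temperature) in stably transfected human U87-MG glioma cells exposed to compounds for 16 h, using GRP78 as sensor.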
PI4K2A block – qHTS for small molecular inhibitors of PI4K2A; actives 0.13% (n = 420,000); AID 1346378, 2018; purified PI4K2A, ADP-Glo luminescence, 1 h; active compounds read low; activity change, negative = inhibition, % at 76.9 µM; Phosphatidylinositol 4-kinase type 2-alpha (Homo sapiens), Q9BTU6; in the data active means activity change below about -50%; inconclusive means mostly about -30% to -49%;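 further: -100% = wells without enzyme as full effect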
Target sequence (Q9BTU6 whole entry, looked up): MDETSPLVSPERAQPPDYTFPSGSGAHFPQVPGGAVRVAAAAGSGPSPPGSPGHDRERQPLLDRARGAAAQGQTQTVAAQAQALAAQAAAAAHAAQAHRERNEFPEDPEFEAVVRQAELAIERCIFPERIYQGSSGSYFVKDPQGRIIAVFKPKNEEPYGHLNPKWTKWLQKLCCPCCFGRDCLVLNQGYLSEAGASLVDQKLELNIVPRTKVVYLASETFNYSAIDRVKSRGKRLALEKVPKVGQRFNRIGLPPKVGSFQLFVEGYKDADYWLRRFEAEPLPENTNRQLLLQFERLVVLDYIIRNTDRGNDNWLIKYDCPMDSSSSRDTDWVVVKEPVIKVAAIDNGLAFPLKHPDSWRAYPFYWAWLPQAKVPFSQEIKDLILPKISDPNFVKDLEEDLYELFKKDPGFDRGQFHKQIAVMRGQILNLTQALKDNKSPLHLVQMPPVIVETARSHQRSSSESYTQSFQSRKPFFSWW
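ADP-Glo luminescence measured ADP generated by PI4K2A enzyme (4 ug/mL before mixing) with 1.2 mM PI substrate (pre-mix) and 300 microM ATP (pre-mix). Tris pH7.5 buffer with MgCl2, Triton X-100; 1 h reaction at ambient temperature.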
TrxR1 substrate – qHTS Assay for Substrates of Mammalian Selenoprotein Thioredoxin Reductase 1 (TrxR1): qHTS. actives 0.01% (n = 390,000). Potency, µM (series often up to 114 µM), for the others: at the top dose activity change, negative = substrate turnover. AID 588456, 2011. purified TrxR1 substrate turnover, NADPH consumption readout. Thioredoxin reductase 1, cytoplasmic (Rattus norvegicus), O89049; further: potency means the concentration at half of the fitted maximal effect; on the % scale 0 is the no-effect control and ±100 the full control effect; nearly all actives have a fitted effect of over 50% in size
Target sequence (O89049 whole entry, looked up): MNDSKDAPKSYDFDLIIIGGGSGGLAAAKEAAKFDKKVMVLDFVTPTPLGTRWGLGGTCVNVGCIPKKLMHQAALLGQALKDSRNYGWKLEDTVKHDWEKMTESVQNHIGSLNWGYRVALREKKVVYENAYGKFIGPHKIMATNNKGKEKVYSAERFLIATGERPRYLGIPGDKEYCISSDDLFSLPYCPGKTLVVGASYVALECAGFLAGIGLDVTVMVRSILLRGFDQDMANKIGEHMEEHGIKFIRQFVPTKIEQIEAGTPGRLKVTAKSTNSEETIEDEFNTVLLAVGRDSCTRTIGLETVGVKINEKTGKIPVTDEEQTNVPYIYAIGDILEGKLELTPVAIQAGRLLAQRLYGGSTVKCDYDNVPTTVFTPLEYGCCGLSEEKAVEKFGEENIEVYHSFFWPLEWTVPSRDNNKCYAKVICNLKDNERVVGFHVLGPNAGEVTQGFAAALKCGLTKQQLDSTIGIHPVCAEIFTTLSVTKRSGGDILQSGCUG
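Rat TrxR1, dispensed at 90 nM, was prereduced with 400 uM NADPH (final) for 5 min at ~22 deg C, then incubated with compound 15 min before 400 uM selenite. A first-read NADPH fluorescence drop versus no-compound background flagged substrates.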
USP1-UAF1 inh – Inhibitors of USP1/UAF1: Primary Screen | actives 0.23% (n = 390,000) | recombinant USP1/UAF1, Ub-Rhodamine cleavage fluorescence | Ubiquitin carboxyl-terminal hydrolase 1 (Homo sapiens), O94782 | Potency, µM (top dose mostly 57.1 µM), for the others: top-dose activity change, negative = inhibition, actives largely listed as inhibitors | AID 743255, 2014; further: potency means the concentration at half of the fitted maximal effect; on the % scale 0 is the no-effect control and ±100 the full control effect; nearly all actives have a fitted effect of over 60% in size; inactives centre near -12
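1 nM enzyme complex + cpd, 15 min RT; start with Ub-Rho 150nM final; kinetic fluorescence ex 480/em 540, 6 reads q60 s. Buffer 50mM HEPES pH 7.8, 0.5mM EDTA, 0.1 mg/ml BSA, 1mM TCEP, 0.01% Tween-20.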
LDHA block – qHTS assay for inhibitors of human lactate dehydrogenase; activity change, % (values are at about 110 or 230 µM); L-lactate dehydrogenase A chain (Homo sapiens), P00338; AID 1347041, 2019; actives 0.15% (n = 480,000); purified LDHA, NADH/diaphorase-resazurin fluorescence; active compounds read low; in the data active means activity change below about -30%; inconclusive means mostly about -25% to -30%;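 further: plate controls were DMSO wells for no effect and wells without enzyme for full effect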
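LDH5 2 nM; NADH 0.06 mM, pyruvate 0.2 mM; 200 mM Tris pH 7.4, EDTA, Tween-20; 5 min RT. Detection: diaphorase 0.133 mg/mL + resazurin 37 µM, fluorescence ex540/em590 at 0 and 20 min; normalized to enzyme-free and DMSO wells.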
Vif-APOBEC3F blk – qHTS for Inhibitors of Vif-A3F Interactions: qHTS | HeLa A3F-eYFP + Vif (tagged APOBEC3F with the HIV-1 protein that degrades it), YFP fluorescence increase | Potency, µM (series often up to 46.1 µM), for inactives: at the top dose activity, negative = active | actives 0.2% (n = 390,000) | AID 602313, 2012; further: potency means the concentration at half of the fitted maximal effect; % of control where 0% means no effect; nearly all actives have a fitted effect of over 65% in size
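Fluorescence increase (Ex 488/Em 500-530) after overnight compound treatment at 37 deg C flags inhibition of Vif-driven A3F-eYFP loss in stable HeLa A3F-eYFP/Vif cells seeded overnight beforehand.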
Vif-A3G inh – qHTS for Inhibitors of Vif-A3G Interactions: qHTS; DNA dC->dU-editing enzyme APOBEC-3G (Homo sapiens), Q9HC16; HeLa A3G-eYFP + Vif (tagged APOBEC3G with the HIV-1 protein that degrades it), YFP fluorescence, overnight; Potency, µM (series often up to 46.1 µM), inactives show top-dose activity, negative = active, hits mostly inhibitors; actives 0.076% (n = 410,000); AID 602310, 2012;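 further: potency means the concentration at half of the fitted maximal effect; on the % scale 0 is the no-effect control and ±100 the full control effect; nearly all actives have a fitted effect of over 60% in size; hits raise eYFP signal because A3G escapes Vif-driven loss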
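Read-out is eYFP fluorescence (Ex 488/Em 500-530) from Vif-expressing HeLa A3G-eYFP cells; more signal means A3G escaped Vif-mediated degradation. Cells plated overnight, compound pinned in, incubated overnight at 37 deg C.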
IDH1 R132H inh – qHTS for Inhibitors of mutant isocitrate dehydrogenase 1 (IDH1): qHTS | actives 0.093% (n = 390,000) | IDH1-R132H enzyme, NADPH consumption, diaphorase/resazurin fluorescence | Potency, µM (top dose mostly 76.6 µM), for the others: top-dose activity change, negative = inhibition, usual class: inhibitors; further: potency means the concentration at half of the fitted maximal effect; on the % scale 0 is the no-effect control and ±100 the full control effect; nearly all actives have a fitted effect of over 65% in size
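IDH1-R132H (0.5 ug/mL dispensed) in pH 7.5 Tris buffer was preincubated 30 min with compound, then given a substrate mix of 0.016 mM NADPH and 2 mM alpha-KG for 80 min at room temperature; remaining NADPH was read by diaphorase/resazurin fluorescence.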
RXFP1 agonist – qHTS Assay for Agonists of the Relaxin Receptor RXFP1; Potency, µM (series often up to 57.5 µM), for the others: top-dose activation, hits mostly activators; HEK293T-RXFP1 cAMP TR-FRET, 30 min; response scale: percent of porcine relaxin response, buffer zero; Relaxin receptor 1 (Homo sapiens), Q9HBX9; actives 0.3% (n = 370,000); further: potency means the concentration at half of the fitted maximal effect; on the % scale 0 is the no-effect control and ±100 the full control effect; nearly all actives have a fitted effect of over 60% in size; many of its hits are not listed in these tables
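HEK293T cells stably expressing RXFP1 were pretreated with the PDE4 inhibitor Ro 20174, exposed to compounds for 30 min at 37C, lysed, and cAMP was read by TR-FRET. Data normalized to buffer (basal) and 29 nM porcine relaxin (100%).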
An asterisk follows results filed as active; [ ] = dose if it differs, or a comment. Unless noted, the call rests on the fitted dose curve; in most records, active means well fitted curve in the direction sought with a large enough effect; inconclusive means small, poorly fitted or top-dose-only effect, or another doubt; inactive means no such curve, though single readings can be large; an effect the other way counts as inactive or inconclusive.

How did O=C(NCc1cccnc1)c1ccccc1NC(=O)c1c(F)cccc1F do in these assays?
Glioma ERSR ind: -3.4%; PI4K2A block: 5.3; TrxR1 substrate: -7.3%; USP1-UAF1 inh: -18.2%; LDHA block: -0.5; Vif-APOBEC3F blk: 1.7%; Vif-A3G inh: 3.5%; IDH1 R132H inh: 0.6%; RXFP1 agonist: 4.2%

How did CCc1nnc(NC(=O)C2CCCN2S(=O)(=O)c2ccc(F)cc2)s1 (configuration not stated) do in these assays?
Glioma ERSR ind: -4.5%; PI4K2A block: 2.3; TrxR1 substrate: -9.0%; USP1-UAF1 inh: -26.0%; LDHA block: 2.7; Vif-A3G inh: -3.3%; IDH1 R132H inh: 7.1%; RXFP1 agonist: -2.0%

How did Cc1cc(SCc2ccccc2F)nc(=O)[nH]1 do in these assays?
Glioma ERSR ind: -1.6%; PI4K2A block: 0.4; TrxR1 substrate: 0.4%; USP1-UAF1 inh: -8.3%; LDHA block: -1.0; Vif-APOBEC3F blk: -1.7%; Vif-A3G inh: -0.5%; IDH1 R132H inh: -0.1%; RXFP1 agonist: -5.0%

What do the screens show for `COC(=O)c1cc(NC(=O)c2ccco2)ccc1N1CCOCC1`?
Glioma ERSR ind: 3.5%; PI4K2A block: -4.2; TrxR1 substrate: 3.2%[57.1 µM]; USP1-UAF1 inh: -8.3%; LDHA block: -7.2; Vif-APOBEC3F blk: -4.0%; Vif-A3G inh: 0.9%; IDH1 R132H inh: 7.4%; RXFP1 agonist: -2.5%

How did COc1ccc(C)cc1NC(=O)C(=O)NCC1(c2ccccc2)CCCC1 do in these assays?
Glioma ERSR ind: -5.0%; PI4K2A block: 2.2; TrxR1 substrate: 6.3%; USP1-UAF1 inh: 2.1%; LDHA block: -0.5; Vif-APOBEC3F blk: 3.8%; Vif-A3G inh: -3.7%; IDH1 R132H inh: 10.9%; RXFP1 agonist: 2.9%

How did Cc1c(C(=O)N2CCC(C)CC2)sc2ncn(CC(=O)N3CCC(C)CC3)c(=O)c12 do in these assays?
Glioma ERSR ind: -5.5%; PI4K2A block: -1.7; TrxR1 substrate: 5.3%; USP1-UAF1 inh: -16.3%; LDHA block: 1.0; Vif-APOBEC3F blk: -0.6%; Vif-A3G inh: 0.4%; IDH1 R132H inh: 0.0%; RXFP1 agonist: 10.3%

How did O=C(COC(=O)c1ccc(O)cc1O)Nc1ncc(Cl)cc1Cl do in these assays?
Glioma ERSR ind: -1.3%; PI4K2A block: 2.0; TrxR1 substrate: -5.3%; USP1-UAF1 inh: -11.0%; LDHA block: 4.2; Vif-APOBEC3F blk: -4.0%; Vif-A3G inh: -2.4%; IDH1 R132H inh: 1.0%; RXFP1 agonist: 1.6%

How did Cc1csc2nc(SCC(=O)Nc3ccccc3F)[nH]c(=O)c12 do in these assays?
Glioma ERSR ind: 2.4%; PI4K2A block: -1.4; TrxR1 substrate: 17.1%; USP1-UAF1 inh: -21.4%; LDHA block: 1.3; Vif-APOBEC3F blk: 1.9%; Vif-A3G inh: -1.0%; IDH1 R132H inh: 0.0%; RXFP1 agonist: 0.2%

What do the screens show for `Nc1cc(C(=O)OCC(=O)N2CCC(Cc3ccccc3)CC2)ccc1Cl`?
Glioma ERSR ind: -1.8%; PI4K2A block: 2.1; TrxR1 substrate: 9.3%; USP1-UAF1 inh: -10.1%; LDHA block: -7.5; Vif-APOBEC3F blk: 9.3%; Vif-A3G inh: 2.0%; IDH1 R132H inh: -5.5%; RXFP1 agonist: 2.8%

How did Cc1ccccc1OCC(O)CN1CCN(c2ccc(Cl)cc2)CC1 (configuration not stated) do in these assays?
Glioma ERSR ind: -5.4%; PI4K2A block: 3.4; TrxR1 substrate: -7.7%[57.1 µM]; USP1-UAF1 inh: -18.7%; LDHA block: -0.5; Vif-APOBEC3F blk: -2.7%; Vif-A3G inh: 0.2%; IDH1 R132H inh: 6.1%; RXFP1 agonist: 7.6%

What do the screens show for `Cc1ccc(C2CC(c3cccs3)=NN2C(=O)c2ccco2)o1` (configuration not stated)?
Glioma ERSR ind: 0.3%; PI4K2A block: -2.4; TrxR1 substrate: -1.4%; USP1-UAF1 inh: -23.9%; LDHA block: -9.7; Vif-APOBEC3F blk: 8.6%; Vif-A3G inh: inconclusive; IDH1 R132H inh: 5.0%; RXFP1 agonist: 1.6%

What do the screens show for `C/C=C(/C)C(=O)O[C@@H]1c2c(ccc3ccc(=O)oc23)OC(C)(C)[C@@H]1OC(C)=O`?
Glioma ERSR ind: -1.0%; PI4K2A block: 4.2; TrxR1 substrate: 10.7%; USP1-UAF1 inh: -10.2%; LDHA block: -0.9; Vif-APOBEC3F blk: 3.7%; Vif-A3G inh: 2.1%; IDH1 R132H inh: -4.1%

How did O=C(O)c1cccc2c1C(=O)c1ccc(N3CCN(Cc4ccc5c(c4)OCO5)CC3)cc1S2(=O)=O do in these assays?
Glioma ERSR ind: -7.6%; PI4K2A block: -7.7; USP1-UAF1 inh: -8.6%; LDHA block: -10.6; Vif-APOBEC3F blk: -0.3%; Vif-A3G inh: -0.1%; IDH1 R132H inh: -1.5%

Results for CSc1ccc(CCNC(=O)c2ccc(-c3nc(COc4ccccc4)c(C)o3)cc2)cc1 ?
Glioma ERSR ind: 0.7%; PI4K2A block: -2.7; TrxR1 substrate: 7.9%; USP1-UAF1 inh: inconclusive; LDHA block: -2.8; Vif-APOBEC3F blk: -0.6%; Vif-A3G inh: 0.3%; IDH1 R132H inh: -1.8%; RXFP1 agonist: 3.1%

What do the screens show for `COC(=O)CSc1snnc1-c1ccc(Cl)c(Cl)c1`?
Glioma ERSR ind: -3.3%; PI4K2A block: -4.8; TrxR1 substrate: -2.3%; USP1-UAF1 inh: -6.4%; LDHA block: -3.6; Vif-APOBEC3F blk: -0.3%; Vif-A3G inh: -1.7%; IDH1 R132H inh: 3.7%; RXFP1 agonist: 0.0%

Results for O=C(C1CCN(Cc2nc(-c3ccc(Cl)cc3)no2)CC1)N1CCOCC1 ?
Glioma ERSR ind: -4.9%; PI4K2A block: -4.3; TrxR1 substrate: 2.8%; USP1-UAF1 inh: -18.3%; LDHA block: -4.6; Vif-APOBEC3F blk: 3.4%; Vif-A3G inh: 1.3%; IDH1 R132H inh: -5.9%; RXFP1 agonist: -1.1%

How did Fc1ccc(-c2nnn(Cc3ccc(F)cc3Cl)n2)cc1 do in these assays?
Glioma ERSR ind: -0.6%; PI4K2A block: -1.2; TrxR1 substrate: 3.4%[57.1 µM]; USP1-UAF1 inh: -16.4%; LDHA block: -2.4; Vif-APOBEC3F blk: 6.2%; Vif-A3G inh: -3.3%; IDH1 R132H inh: 2.2%; RXFP1 agonist: 1.9%

How did O=C(O)CCCC1(C(=O)O)CCCC1 do in these assays?
Glioma ERSR ind: -0.7%; PI4K2A block: -7.3; TrxR1 substrate: 1.3%; USP1-UAF1 inh: inconclusive; LDHA block: -2.6; Vif-APOBEC3F blk: 0.1%; Vif-A3G inh: -0.7%; IDH1 R132H inh: -8.0%

What do the screens show for `CCn1c(SCC(=O)O)nc2ccccc21`?
Glioma ERSR ind: -1.0%; PI4K2A block: 2.1; TrxR1 substrate: 7.5%; USP1-UAF1 inh: -9.0%; LDHA block: -5.4; Vif-APOBEC3F blk: -2.1%; Vif-A3G inh: -5.6%; IDH1 R132H inh: -1.1%; RXFP1 agonist: -0.3%

What do the screens show for `COC(=O)c1cccc(-n2cnnn2)c1`?
Glioma ERSR ind: -3.0%; PI4K2A block: -1.3; TrxR1 substrate: 2.8%[57.1 µM]; USP1-UAF1 inh: 7.1%; LDHA block: -16.2; Vif-APOBEC3F blk: 0.1%; Vif-A3G inh: 1.2%; IDH1 R132H inh: -1.7%; RXFP1 agonist: 1.9%

What do the screens show for `O=S(=O)(NCCC1=CCCCC1)c1ccccc1Cl`?
Glioma ERSR ind: -1.3%; PI4K2A block: -6.1; TrxR1 substrate: -5.8%; USP1-UAF1 inh: -14.6%; LDHA block: -0.6; Vif-APOBEC3F blk: -20.1%; Vif-A3G inh: 1.7%; IDH1 R132H inh: -3.7%; RXFP1 agonist: 0.3%

From PubChem BioAssay

Some of the compounds tested; the hit share may differ from the screen's.
